# Screens deposited in PubChem BioAssay by National Center for Advancing Translational Sciences (NCATS).
# CCT chaperon mod – changes cytosolic chaperonin activity | purified chaperonin ATPase assay, HTRF ADP detection, 30 min | activity change, % (concentration not given with the values), hits read low | actives 0.3% (n = 360,000) | AID 651819; in the data active means activity change below about -30%; further: on the % scale 0 is the no-effect control and ±100 the full control effect
#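 We incubate TRiC, 40 or 20 nM final, with library compounds at 76 uM and 10 uM ATP for 30 min at 37 °C. ADP formed is detected with Transcreener HTRF reagents after 30 min at room temperature.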
# Nrf2 ARE act – Nrf2 pathway activation. AREc32 ARE-luciferase reporter (MCF7-derived line), luminescence, 24 h. Potency, µM (highest dose often 46.1 µM), inactives show at the highest dose activation, usual class: activators. actives 0.31% (n = 410,000); further: potency means the concentration at half of the fitted maximal effect; % of control where 0% means no effect; nearly all actives have a fitted effect of over 65% in size
#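 Luminescent ARE reporter assay in AREc32_Fluc cells: overnight plating at 37 deg C, 24 hr compound incubation, Steady-Glo added, 30 min RT before reading.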
# EPAC2 agonist – agonists of human EPAC2 (RAPGEF4); AID 720711; Q8WZA2; actives 0.079% (n = 360,000); EPAC2 activation, biochemical qHTS; response scale: 100% = 6.5 mM cAMP response; Potency, µM (series often up to 154 µM), for inactives: at the top dose activation, actives largely listed as activators; further: potency means the concentration at half of the fitted maximal effect; nearly all actives have a fitted effect of over 50% in size
# Target sequence (Q8WZA2 whole entry, looked up): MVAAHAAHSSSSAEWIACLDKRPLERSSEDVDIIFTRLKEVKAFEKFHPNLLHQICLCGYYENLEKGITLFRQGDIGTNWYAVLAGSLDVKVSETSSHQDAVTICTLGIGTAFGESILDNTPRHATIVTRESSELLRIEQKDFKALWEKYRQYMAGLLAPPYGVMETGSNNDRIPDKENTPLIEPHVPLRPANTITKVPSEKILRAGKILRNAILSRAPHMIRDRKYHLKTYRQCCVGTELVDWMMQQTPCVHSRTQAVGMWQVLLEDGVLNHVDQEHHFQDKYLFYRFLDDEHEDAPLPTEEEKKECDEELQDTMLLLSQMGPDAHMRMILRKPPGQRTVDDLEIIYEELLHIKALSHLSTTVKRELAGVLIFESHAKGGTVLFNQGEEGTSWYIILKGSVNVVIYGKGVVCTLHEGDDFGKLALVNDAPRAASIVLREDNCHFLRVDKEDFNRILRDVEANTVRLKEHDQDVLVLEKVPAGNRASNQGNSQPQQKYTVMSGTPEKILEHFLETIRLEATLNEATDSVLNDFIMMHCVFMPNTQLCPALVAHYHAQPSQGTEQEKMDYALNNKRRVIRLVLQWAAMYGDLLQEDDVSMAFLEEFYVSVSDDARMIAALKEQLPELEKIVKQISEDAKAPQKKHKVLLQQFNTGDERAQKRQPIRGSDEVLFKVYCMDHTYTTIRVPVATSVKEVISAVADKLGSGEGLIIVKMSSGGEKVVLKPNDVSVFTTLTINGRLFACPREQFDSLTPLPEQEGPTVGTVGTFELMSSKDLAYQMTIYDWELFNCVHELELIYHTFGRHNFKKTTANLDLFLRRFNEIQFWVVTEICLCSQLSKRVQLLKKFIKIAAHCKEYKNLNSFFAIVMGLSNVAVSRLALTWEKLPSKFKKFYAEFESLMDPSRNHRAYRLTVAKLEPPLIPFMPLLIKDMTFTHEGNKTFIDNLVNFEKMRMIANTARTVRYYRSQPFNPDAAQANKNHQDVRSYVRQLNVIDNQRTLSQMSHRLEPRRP
#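 In this primary screen, activation is scored as increased exchange of BODIPY-GDP from Rap1B by 100 nM EPAC2, with 50 uM GDP as competitor. Signal is normalized to the 6.5 mM cAMP agonist control.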
# Nrf2 inh – Nrf2 pathway inhibition; Potency, µM (doses to about 46 µM), inactives show top-dose activity change, negative = inhibition, hits mostly inhibitors; actives 2.1% (n = 360,000); A549 ARE-Fluc reporter, luciferase luminescence, 18-24 h; further: potency means the concentration at half of the fitted maximal effect; on the % scale 0 is the no-effect control and ±100 the full control effect; nearly all actives have a fitted effect of over 60% in size
#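 Nrf2 function is reported as luminescence of an ARE-controlled luciferase in A549 cells. Compounds were tested at several concentrations, and a CellTiter-Fluor read on the same wells flagged cytotoxicity.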
# Akt phos inh – Akt phosphorylation inhibition; Neuro2A IGF-stimulated pAkt S473 HTRF, 20 min; hits give low values; activity change, % for hits at 50 µM; actives 0.32% (n = 360,000); in the data active means activity change below about -80%; inconclusive means mostly about -51% to -80%; further: on the % scale 0 is the no-effect control and ±100 the full control effect
#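 Single-point screen (50 µM final compound) in Neuro2A cells stimulated 20 min with 6 nM IGF at 37 deg C. After lysis, Ser473-phosphorylated Akt read by HTRF (ex 330 nm, em 615/665 nm) as the 665/615 ratio.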
# EPAC2 antag – blocks human EPAC2 exchange factor. Q8WZA2. EPAC2 GEF exchange of Rap1B-BODIPY-GDP, fluorescence. Potency, µM (top dose mostly 114 µM), for the others: top-dose activity, negative = inhibition, actives largely listed as inhibitors. actives 0.18% (n = 360,000); further: potency means the concentration at half of the fitted maximal effect; on the % scale 0 is the no-effect control and ±100 the full control effect; nearly all actives have a fitted effect of over 45% in size; many of its hits are not listed in these tables
# Mm-Cpn inhibitor – M. maripaludis TRiC chaperonin inhibition; purified Mm-Cpn ATPase, ADP Transcreener TR-FRET; Potency, µM (top dose mostly 76.9 µM), for the others: at the top dose activity, negative = inhibition, actives largely listed as inhibitors; actives 0.031% (n = 330,000); further: potency means the concentration at half of the fitted maximal effect; on the % scale 0 is the no-effect control and ±100 the full control effect; nearly all actives have a fitted effect of over 80% in size
#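 ATPase read-out: TR-FRET ADP immunoassay (anti-ADP Eu cryptate vs ADP-d2), ex 320 nm, em 590/665 nm; signal drops as ADP forms. Enzyme 25 nM, ATP 10 uM, 30 min at 37°C after 10 min compound preincubation.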
# TGFb inhibitor – TGF-b pathway inhibition; HepG2 CAGA-GFP TGF-b/SMAD3 reporter, GFP fluorescence, 18 h; TGF-beta stimulated, 500 pg/mL final; Potency, µM (doses to about 46.1 µM), without a hit: at the highest dose activity, negative = inhibition, usual class: inhibitors; actives 1.2% (n = 410,000); AID 588855; further: potency means the concentration at half of the fitted maximal effect; on the % scale 0 is the no-effect control and ±100 the full control effect; nearly all actives have a fitted effect of over 65% in size
#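 Per well, imaged GFP fluorescence of HEPG2 CAGA-GFP cells gives the signal; cells get compound, then TGF-beta (500 pg/mL final), 18 h at 37 degrees C; %Activity versus -TGF-beta and +DMSO controls.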
# A549 viability – kills or reduces viability of A549 cells in Nrf2 counter-screen. actives 0.16% (n = 390,000). Potency, µM (doses to about 46 µM), inactives show top-dose activity change, negative = cytotoxicity, actives largely listed as inhibitors. A549 ARE-Fluc cells, CellTiter-Fluor viability, 18-24 h; further: potency means the concentration at half of the fitted maximal effect; on the % scale 0 is the no-effect control and ±100 the full control effect
#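 Cytotoxicity counterscreen: CellTiter-Fluor fluorescence was measured in A549 ARE_Fluc cells after 18-24 h of compound exposure in a concentration series. The subsequent BugLite luminescent read reports ARE-luciferase activity.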
# * hit, by the source's call; i = inactive; ? = inconclusive; nt = no result given; [ ] = dose if it differs, or a comment. Unless noted, the call rests on the fitted dose curve; in most records, active means well fitted curve in the direction sought with a large enough effect; inconclusive means small, poorly fitted or top-dose-only effect, or another doubt; inactive means no such curve, though single readings can be large; an effect the other way counts as inactive or inconclusive. Only part of the results is shown, so the mix of outcomes need not match the whole.
SMILES,CCT chaperon mod,Nrf2 ARE act,EPAC2 agonist,Nrf2 inh,Akt phos inh,EPAC2 antag,Mm-Cpn inhibitor,TGFb inhibitor,A549 viability
Cc1ccc(NS(=O)(=O)c2ccc(F)cc2)nc1,-0.8,-1.1%,1%,3%,i,6%,-4%,4%,0%
Cc1ccc(COc2ccc(CNCCCN3CCCCCC3=O)cc2)cc1,0.6,3.9%,5%,-11%,i,0%,-1%,11%,0%
CCSc1nnc(NC(=O)C2CCCN(S(=O)(=O)c3cnc[nH]3)C2)s1 (stereo not given),-1.1,-1.0%,5%,-16%,i,-2%,-1%,-4%,-2%
Cc1cc2nc3n(c2cc1C)CC1CC(C(=O)NCc2cccc(Br)c2)N(C)C31 (stereo not given),-2.1,-0.6%,8%,3%,i,0%,-4%,-12%,-2%
COc1cccc(N2C(=O)CSC23C(=O)N(Cc2ccccc2F)c2ccccc23)c1 (stereo not given),nt,-0.3%,nt,?,nt,nt,nt,-8%,-7%
CCC(=O)c1ccc(OCC(=O)OC(C)C(=O)N2CCc3ccccc32)cc1 (stereo not given),-2.5,-0.3%,6%,0%,i,6%,-3%,0%,-7%
CCNC(=S)NNC(=S)NCc1ccccc1,-0.1,-0.1%,18%,2%,i,2%,-2%,11%,4%
O=C(NCCc1ccc(F)cc1)C(=O)NCC1CCCN1S(=O)(=O)c1cccs1 (stereo not given),-1.9,-0.2%,15%,-22%,i,8%,-1%,-10%,-5%
OC1CCN(C(c2ccc3ncccc3c2)c2nnnn2C2CCCCC2)CC1 (stereo not given),-3.7,0.3%,2%,13%,i,-10%,1%,-11%,-3%
O=C(CCCN1C(=O)c2ccccc2C1=O)Nc1c2c(nc3c1CCC3)CCC2,-0.2,-0.2%,-10%,21%,i,3%,-25%,6%,3%
C=Cn1cc[n+](CC(=O)c2ccc(C)cc2)c1,1.2,0.0%,6%,-22%,i,-3%,0%,-16%,3%
NNC(=S)Nc1cccc(-c2n[nH]c(=S)o2)c1,-0.2,-0.2%,5%,19%,i,-26%,?,52%[activator],2%
COc1ccccc1NC(=S)NCCc1ccccc1,-8.3,2.7%,-1%,-21%,i,2%,-2%,?,-3%
COc1ccc2c(c1)c(C(=O)N/N=C/c1ccc(Br)cc1)c(C)n2C,-0.5,0.3%,6%,-19%,i,-7%,0%,-29%,-1%
CCOC(=O)c1ccc(NC(=O)Nc2c(C)nn(C)c2C)cc1,-1.8,0.0%,7%,1%,i,9%,-1%,-8%,20%
CCc1ccc(NC(=O)COc2ccc3c(c2)OCO3)cc1,-0.4,1.1%,19%,27%,i,-16%,0%,2%,-4%
Cc1cc(C)n(CC2CC(=O)N(c3ccccc3)C2=O)n1 (stereo not given),-2.0,-0.6%,11%,14%,i,1%,-3%,-15%,1%
COc1ccccc1S(=O)(=O)Cc1ccc(C(=O)N2CCN(c3cc(Cl)ccc3C)CC2)o1,nt,0.1%,nt,?,nt,nt,nt,-15%,-11%
O=C(O)/C=C\c1cccc(-n2nnnc2SCc2ccccc2F)c1,1.2,0.3%,1%,5%,i,-3%,-1%,7%,0%
COc1c(C)cccc1C(=O)Nc1cc(-c2nn3c(C)nnc3s2)ccc1C,-0.6,-0.7%,4%,-13%,i,-10%,nt,-2%,-9%
O=C(/C=C/c1cccc([N+](=O)[O-])c1)NCCSCc1cccc(Cl)c1,1.3,1.5%,11%,-11%,i,-1%,2%,-8%,16%
O=S(=O)(Nc1ccccc1N1CCCCC1)c1ccccc1,0.1,-0.3%,18%,-13%,i,?,-3%,-8%,5%
CCN1CCN(C(=O)Cn2ncc3ccsc3c2=O)CC1,0.3,-0.1%,7%,-2%,i,8%,1%,-10%,-8%
CCn1c(N2CCN(C(=O)/C=C/c3ccccc3)CC2)nc2ccccc21,-6.6,3.9%,5%,28%,i,-3%,0%,-21%,2%
O=[N+]([O-])c1cc(/C=N/O)ccc1SCc1ccccc1,0.7,1.5%,9%,5%,i,1%,0%,-1%,nt
CC1CCN(S(=O)(=O)c2ccc(NC(=O)[C@@H]3CCCC[C@@H]3C(=O)O)cc2)CC1,1.4,-0.3%,3%,-13%,i,1%,1%,-2%,1%
CCC(C(=O)Nc1ccccc1C(=O)N1CCCC1)N1C(=O)c2ccccc2C1=O (stereo not given),-0.7,0.3%,1%,3%,i,15%,1%,3%,-12%
Cc1ccc2nc(Nc3nc(CSc4nnnn4-c4ccccc4)cc(=O)[nH]3)nc(C)c2c1,-1.4,-0.1%,2%,2%,nt,15%,-2%,-39%,3%
CCCNC(=O)c1nc(C)n(-c2cc(Cl)ccc2Cl)n1,1.1,0.0%,8%,2%,i,3%,-5%,-2%,1%
COc1cccc(/C=C/C(=O)OCC(=O)NC2CCCCCCC2)c1,-0.8,-0.2%,5%,7%,i,-9%,0%,-1%,-1%
CCN(CC)C(=O)COc1ccc2oc(C)c(C(=O)OC(C)C)c2c1,0.6,0.7%,-1%,-23%,i,11%,1%,-9%,-16%
O=C(O)CC1(CC(=O)Nc2ccc(F)cc2F)CCCCC1,-0.7,-0.2%,2%,-20%,i,0%,-1%,2%,0%
Cn1nc(C(F)(F)F)c(-c2cccc(C(F)(F)F)c2)c1NC(=O)c1nccnc1C(=O)O,-2.2,-1.0%,4%,-4%,i,0%,0%,-2%,-1%
Cc1cccc(NC(=O)C2c3ccccc3Oc3ccccc32)n1,0.5,3.1%,11%,-13%,i,-12%,0%,-1%,-1%
CC(=O)c1nn(-c2cccc(Br)c2)cc1C(=O)c1cccc2ccccc12,-0.3,-1.1%,9%,?,i,-4%,1%,0%,-17%
COc1ccc([C@H]2[C@H](C(C)=O)N3N=Cc4ccccc4C3C23C(=O)OC(C)(C)OC3=O)cc1 (stereo not given in full),-1.5,0.6%,2%,8%,i,13%,-5%,4%,-4%
CCc1cccc(C)c1NC(=O)CN1C(=O)NC(C)(CCC(C)C)C1=O (stereo not given),-1.7,0.2%,3%,2%,i,2%,1%,4%,3%
CCOc1ccc2[nH]c(=O)c(CN(CCCO)S(=O)(=O)c3ccc(F)cc3)cc2c1,-2.2,0.9%,3%,?,i,1%,-2%,-24%,-2%
Cc1cc(OCC(=O)NNC(=O)c2cnccn2)cc(C)c1Cl,-1.8,-1.0%,1%,?,i,-2%,-1%,0%,-1%
O=C(Cc1ccc([N+](=O)[O-])cc1)Nc1cccc(C(=O)N2CCCC2)c1,0.6,-1.3%,8%,?,i,-9%,-1%,-19%,1%
COc1ccc(NC(=O)c2ccc3ncsc3c2)cc1,-1.9,0.3%,10%,?,i,2%,-5%,0%,1%
O=C(NC1CCS(=O)(=O)C1)c1cccc(Br)c1 (stereo not given),-0.7,-0.4%,-8%,-3%,i,0%,0%,0%,0%
COc1ccc(NC(=O)CCSc2nc(C)cs2)cc1,-1.4,2.9%,12%,6%,i,12%,-1%,-2%,4%
Cc1ccccc1Nc1c(-c2cccc(Cl)c2)nc2ncccn12,nt,-0.8%,nt,3%,nt,nt,nt,-10%,1%
Cc1c(C(=O)N/N=C/c2cccc(O)c2)nnn1-c1nonc1N,0.2,0.1%,2%,-32%,i,-8%,-3%,24%,0%
COc1ccc(CN(C)C(=O)c2cccc(S(=O)(=O)N3CCCc4ccccc43)c2)c(OC)c1OC,-0.4,-0.9%,6%,23µM*,i,-25%,nt,?,?
CN(C)C=NC(=O)/C(C#N)=C1\CCc2ccccc2N1,-0.5,3.9%,-2%,nt,i,-2%,0%,-10%,6%
COc1cc(C(C)=O)ccc1OCC(=O)Nc1cc(Cl)ccc1-n1cncn1,-3.9,1.9%,9%,-22%,i,-1%,1%,-13%,-4%
O=C(c1cc(F)cc(F)c1)N1CCC(c2nc(-c3ccc(S(=O)(=O)N4CCCC4)cc3)no2)CC1,nt,-0.4%,nt,?,nt,nt,nt,?,-10%
COc1ccc(NC(=O)COc2nc(N(C)C)nc(N(C)C)n2)cc1,-2.0,0.6%,8%,-14%,i,-8%,1%,-19%,2%
C=CCOn1c(=O)c(-c2ccc(C)cc2)[n+]([O-])c2ccccc21,-2.2,4.0%,3%,-6%,i,5%,0%,6%,0%
COCCCNC(=S)NNC(=O)c1ccc(S(=O)(=O)N2CCC(C)CC2)cc1,2.0,-0.1%,-1%,2%,i,2%,1%,-7%,-2%
COc1ccccc1NC(=O)C(C)OC(=O)CCCN=C1NS(=O)(=O)c2ccccc21 (stereo not given),0.7,2.9%,14%,1%,i,33%[activator],-2%,-10%,9%
COCCSc1ccccc1C(=O)NCC1CCCO1 (stereo not given),-2.3,-0.2%,1%,-3%,i,2%,nt,-8%,-4%
O=C1CC[C@@H](CN(Cc2ccccc2)Cc2cn[nH]c2-c2cc3ccccc3o2)N1,0.2,3.7%,4%,0%,i,-18%,1%,16%,3%

# Single records, as listed above.
# O=C(NC1CCS(=O)(=O)C1)c1cccc(Br)c1 (stereo not given) across the screens: CCT chaperon mod: -0.7; Nrf2 ARE act: -0.4%; EPAC2 agonist: -8%; Nrf2 inh: -3%; Akt phos inh: i; EPAC2 antag: 0%; Mm-Cpn inhibitor: 0%; TGFb inhibitor: 0%; A549 viability: 0%
# O=C(c1cc(F)cc(F)c1)N1CCC(c2nc(-c3ccc(S(=O)(=O)N4CCCC4)cc3)no2)CC1 across the screens: CCT chaperon mod: nt; Nrf2 ARE act: -0.4%; EPAC2 agonist: nt; Nrf2 inh: ?; Akt phos inh: nt; EPAC2 antag: nt; Mm-Cpn inhibitor: nt; TGFb inhibitor: ?; A549 viability: -10%
# COCCSc1ccccc1C(=O)NCC1CCCO1 (stereo not given) across the screens: CCT chaperon mod: -2.3; Nrf2 ARE act: -0.2%; EPAC2 agonist: 1%; Nrf2 inh: -3%; Akt phos inh: i; EPAC2 antag: 2%; Mm-Cpn inhibitor: nt; TGFb inhibitor: -8%; A549 viability: -4%
